# Screening results deposited in PubChem BioAssay by National Center for Advancing Translational Sciences (NCATS).
# p53ts 39C kill – cytotoxicity in p53ts cells at nonpermissive temperature; H1299-p53A138V viability at 39C, ATP luminescence, 24 h; Potency, µM (titrated, usually from 46.1 µM), for the others: at the highest dose activity change, negative = cell killing, hits mostly cytotoxic; 130,000 compounds, 1.5% hits; AID 902; further: nearly all actives have a fitted effect of over 55% in size
# IkB signaling – suppresses IkB signaling in ABC-DLBCL reporter cells; ABC-DLBCL IkBa-CBG/CBR dual luciferase ratio, 4 h; response scale: scaled: untreated 0%, proteasome inhibitor 100%; Potency, µM (highest dose often 57.1 µM), for inactives: top-dose IkBa stabilization activation; 110,000 compounds, 0.04% hits; active means well fitted curve in the direction sought with a large enough effect in the signal ratio, not every such curve was filed as active; inconclusive means small, poorly fitted or top-dose-only effect, or a change in a side signal; the % refers to the signal ratio;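 further: the direction sought is a rising ratio; 0% = basal untreated cells and 100% = reference inhibitor full response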
#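 Curves were fitted separately to fusion (green), unfused (red) and ratio luminescence, then classed by r2, magnitude and activity. Cells: OCI-Ly3, 4 h compound plus doxycycline at 37C; 10 uM MG-132 defined full response.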
# p53ts 32C tox – cytotoxicity in p53ts cells at permissive temperature. H1299-p53A138V at 32C, ATP luminescence viability, 24 h. Potency, µM (series often up to 46.1 µM), inactives show top-dose activity change, negative = cytotoxicity, usual class: cytotoxic. 130,000 compounds, 0.93% hits;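 further: 0% = DMSO and -100% = full killing by reference compound; nearly all actives have a fitted effect of over 55% in size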
#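 H1299-p53 A138V cells (temperature-sensitive p53) exposed 24 h to up to 46 uM compound at 32C, where p53 is wild-type in conformation. Viability read as ATP luminescence and normalised to DMSO and 100 uM tamoxifen. AC50 fitted with the Hill equation.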
# Imprint erasure – induces erasure of genomic imprints in mouse ES cells; 110,000 compounds, 0.02% hits; Potency, µM (titrated, usually from 60.7 µM), inactives show at the top dose activity change, positive = activation, most hits filed as activators; mouse ES Peg3-LacZ reporter, beta-gal luminescence, 40 h;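 further: 0% = negative control wells on the plate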
#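 Readout: BetaGlo luminescence (5 min, room temp) for LacZ from the normally silent maternal Peg3 allele in female Peg3LacZ-Neo ES cells. Cells 300/well, 40 h, 37C, 5% CO2. Data normalized per plate to negative controls.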
# An asterisk follows results filed as active; ? = inconclusive; . = not tested or not shown; & = joins results of further samples; [ ] = another dose, or the depositor's remark. Unless noted, the call rests on the fitted dose curve; in most records, active means well fitted curve in the direction sought with a large enough effect; inconclusive means small, poorly fitted or top-dose-only effect, or another doubt; inactive means no such curve, though single readings can be large; an effect the other way counts as inactive or inconclusive. Unless noted, on the % scale 0 is the no-effect control and ±100 the full control effect; potency means the concentration at half of the fitted maximal effect. No enrichment for hits, and some 1.7% of all compounds hit somewhere here.
# Start of the data: the first 5 entries as a preview:
Compound,p53ts 39C kill,IkB signaling,p53ts 32C tox,Imprint erasure
CC(=O)c1cccc(S(=O)(=O)N(Cc2cc3cc4c(cc3[nH]c2=O)OCCO4)CC2CCCO2)c1 (configuration not stated),18%,-0.3%,1%,-3%
COc1cc(C2NC(=O)c3c(sc4c3CCN(C)C4)N2)cc(OC)c1OC (configuration not stated),-2%,?,1%,-16%[10.9 µM]
CCS(=O)(=O)N1CCC(C(=O)NCc2cccnc2)CC1,-3%,-1.7%,4%,-6%
CCn1c(SCc2cccc(C(F)(F)F)c2)nnc1-c1ccco1,-3%,?,-10%,-13%
Cc1nc(Cl)sc1C(=O)O,4%,1.1%,-1%,-30%[inhibitor]

# The list itself, previewed entries included:
Compound,p53ts 39C kill,IkB signaling,p53ts 32C tox,Imprint erasure
CC(=O)c1cccc(S(=O)(=O)N(Cc2cc3cc4c(cc3[nH]c2=O)OCCO4)CC2CCCO2)c1 (configuration not stated),18%,-0.3%,1%,-3%
COc1cc(C2NC(=O)c3c(sc4c3CCN(C)C4)N2)cc(OC)c1OC (configuration not stated),-2%,?,1%,-16%[10.9 µM]
CCS(=O)(=O)N1CCC(C(=O)NCc2cccnc2)CC1,-3%,-1.7%,4%,-6%
CCn1c(SCc2cccc(C(F)(F)F)c2)nnc1-c1ccco1,-3%,?,-10%,-13%
Cc1nc(Cl)sc1C(=O)O,4%,1.1%,-1%,-30%[inhibitor]
CCC(C)NC(=O)c1cc(-c2ccccc2O)on1 (configuration not stated),8%,?,-10%,-11%
O=C(Nc1nccs1)c1cc(S(=O)(=O)N2CCCCC2)ccc1Cl,6%,?,10%,-10%
CCOC(=O)c1sc(NC(=O)CSc2nnnn2-c2ccc(C)c(C)c2)nc1C,-21%,-0.2%,-12%,2%
Cc1cccc(OCc2nnc(SCC(=O)N(C(C)C)C(C)C)n2Cc2ccco2)c1C,-5%,?,0%,-12%
Cc1ccc(NC(=O)CN(c2ccccc2)S(=O)(=O)N(C)C)cc1Cl,?,?,-20%,7%[10.9 µM]

# The final 4 compounds of the part before come first, to join the parts:
Compound,p53ts 39C kill,IkB signaling,p53ts 32C tox,Imprint erasure
O=C(Nc1nccs1)c1cc(S(=O)(=O)N2CCCCC2)ccc1Cl,6%,?,10%,-10%
CCOC(=O)c1sc(NC(=O)CSc2nnnn2-c2ccc(C)c(C)c2)nc1C,-21%,-0.2%,-12%,2%
Cc1cccc(OCc2nnc(SCC(=O)N(C(C)C)C(C)C)n2Cc2ccco2)c1C,-5%,?,0%,-12%
Cc1ccc(NC(=O)CN(c2ccccc2)S(=O)(=O)N(C)C)cc1Cl,?,?,-20%,7%[10.9 µM]
CCc1nnc2n1N=C(c1ccc(-c3ccc(Cl)cc3Cl)o1)CS2,-9%,3.8%,-2%,9%
Cc1nc2cc(NC(=O)CCS(=O)(=O)c3ccccc3)ccc2s1,0%,.,?,.
CCc1ccc(N2CC(C(=O)NC3=NCCS3)CC2=O)cc1 (configuration not stated),19%,0.3%,1%,-4%
CCCC(=O)N1c2ccccc2C(=C2SC(C(=O)OC)=C(C(=O)OC)S2)C(=S)C1(C)C,-5%,.,7%,.
O=C(O)c1cc(-c2cccnc2)nn1-c1ccccn1,-2%,1.1%,-5%,-5%
COC(=O)c1ccc2c(c1)N(Cc1ccccc1F)C(=O)c1ccccc1S2=O (configuration not stated),21%,3.4%,14%,11%
Nc1ncnc2c1ncn2C1OC(COP(=O)(O)O)C(O)C1O (configuration not stated),10%,.,8%,-1%
Cc1ccc(CCNC(=O)CCS(=O)(=O)c2cc3c(cc2C)NC(=O)CO3)cc1,?,?,?,-2%[10.9 µM]
COc1cccc(CN2C(=O)c3ccccc3C2C(=O)NCCc2ccccc2)c1 (configuration not stated),2%,1.9%,10%,-5%[10.9 µM]
COC(=O)c1sc(NC(=O)CSc2nnnn2-c2cccc(OC)c2)nc1C,6%,.,-4%,.

Compound,p53ts 39C kill,IkB signaling,p53ts 32C tox,Imprint erasure
CCOc1ccc2[nH]c(S(=O)(=O)CC)nc2c1Cl,-2%,0.1%,-7%,-7%
CC(=O)c1c(N)[nH]c(-c2ccccc2)nc1=S,14%,12%,-3%,-30%
CCCS(=O)(=O)N1CCCC(C(=O)N2CCOCC2)C1 (configuration not stated),8%,-1.7%,1%,-6%
CCOc1ccc2nc(Cl)c(C3CC(c4ccc(C)cc4)=NN3C(=O)CCCC(=O)O)cc2c1 (configuration not stated),27%,3.6%,5%,-5%[10.9 µM]
CCOc1ccc(NC(=O)c2sc3nc4c(cc3c2N)CCCCCC4)cc1,13µM*,-0.9%,?,-8%[10.9 µM]
COc1ccc(-n2c(=O)c(-c3cccs3)nc3cnc(N4CCN(C)CC4)nc32)cc1,-13%,3.9%[11.4 µM],-2%,2%
O=C1CC(N2CCN(C3CC(=O)N(CCc4ccccc4)C3=O)CC2)C(=O)N1CCc1ccccc1 (configuration not stated),6%,-1.5%,-1%,-17%
CCCNC(=O)CSc1nnc(-c2ccco2)n1C,6%,-0.1%,-5%,6%
CCOCCCNC(=O)C1CCN(c2cc(C)nc3c(-c4ccc(OC)c(OC)c4)c(C)nn23)CC1,-5%,-1.2%,9%,-10%
Cn1c(SCC(=O)c2ccc(F)cc2)nnc1-c1ccccc1N,-12%,5.2%,-1%,-13%

Compound,p53ts 39C kill,IkB signaling,p53ts 32C tox,Imprint erasure
CCOC(=O)Nc1ccc2c(CN3CCN(S(=O)(=O)c4ccccc4)CC3)cc(=O)oc2c1,-15%,-0.3%,0%,-15%
Cc1nn(CC(=O)NCc2ccccc2Br)c(=O)c2cc3occc3n12,16%,-1.0%,0%,-11%[10.9 µM]
C=CCN1CCc2c(cc(O)c(O)c2Br)[C@H](c2ccccc2)C1,-13%,5.2%,-11%,.
O=c1[nH][nH]c(=O)c2cc(N3CCCC3)ccc12,-3%,0.7%,-6%,-6%
O=C(COC(=O)C1(c2ccc(F)cc2)CCCC1)N1CCN(C(=O)c2ccco2)CC1,3%,1.0%,4%,-13%
COCCNC(=O)CSc1nc2ccccc2c(=O)n1CC1CCCO1 (configuration not stated),8%,-1.6%,10%,-9%
COc1ccc(C(=O)N2CCC3(CC2)CN(c2ccccn2)C3)cc1,5%,-0.7%[11.4 µM],11%,.
COc1ccc2[nH]cc(CCNc3ncnc4ccc(-c5ccc6c(c5)OCO6)cc34)c2c1,-16%,-7.8%[11.4 µM],0%,-22%
CCN1C(=O)CC(N2CCC(Nc3ccc(OC)cc3)CC2)C1=O (configuration not stated),9%,3.8%,-1%,5%
CCc1ccc(NC(=O)Cn2c(=O)n(-c3cccc(OC)c3)c(=O)c3c(C)c(C(=O)N(C)C)sc32)cc1,-16%,-4.1%,1%,-4%[10.9 µM]

Compound,p53ts 39C kill,IkB signaling,p53ts 32C tox,Imprint erasure
CC1=C(C(=O)Nc2ccc(Cl)cc2)C(C(C)C)n2nc(SCc3ccc(Cl)cc3)nc2N1 (configuration not stated),-17%,?,-8%,-1%[10.9 µM]
Cn1c(=O)[nH]c(=O)c2c1nc(N1CCCC1)n2CC(O)COc1ccccc1 (configuration not stated),-9%,-2.5%,11%,-6%
O=[N+]([O-])c1ccc(S(=O)(=O)Cc2ccccc2)c2nonc12,8%[9.22 µM],11%[11.4 µM],7%[9.22 µM],?
COc1cccc(CN2CCc3nc(N4CCN(c5ncccn5)CC4)ncc3C2)c1,-22%,?,-15%,17%[10.9 µM]
COc1ccc(NC(=O)N2CCn3c2nc2ccccc23)cc1,5%,?,8%,-11%
CSc1ccc(CCNC(=O)CN2C(=O)COc3ccc(S(=O)(=O)N4CCCCCC4)cc32)cc1,-17%,?,13%,-11%[10.9 µM]
COc1ccc(C2=CC(c3ccccc3Cl)n3nc(-c4ccc(C)cc4)nc3N2)cc1 (configuration not stated),-8%,8.5%,6%,-8%[10.9 µM]
CCOC(=O)c1ccc(NC(=O)Cn2cccc2)cc1,-12%,0.5%,-25%,-11%
CCOc1ccc(OCC)c(NC(=O)Cn2nc(CC)n3c(cc4sccc43)c2=O)c1,-20%,-2.9%,8%,5%[10.9 µM]
Cc1ccc(Cl)cc1-n1ncc2c(NC3CCCCCC3)ncnc21,?,?,-1%,-10%[10.9 µM]

# Values run as follows: p53ts 39C kill, IkB signaling, p53ts 32C tox, Imprint erasure
> Cc1cc(C)cc(NC(=O)Cn2c(C)cc(C)c(C#N)c2=O)c1
 : -13%, ?, 2%, -12%[10.9 µM]
> CN=C(NC)SC1CC(=O)N(c2ccccc2)C1=O (configuration not stated)
 : 18%, 3.3%, 0%, -14%
> CCCCOc1ncnc2c1[nH]c1ccc(F)cc12
 : -11%, -0.4%, -16%, -15%
> COc1ccc2nc3oc(C(=O)N4CCN(c5ccccc5F)CC4)cc3cc2c1
 : 17%, -0.2%, -4%, -1%
> Cc1cc(C)c2oc(C(=O)Nc3c(C(=O)c4ccc(F)cc4)oc4ccccc34)cc(=O)c2c1
 : -5%, 0.4%, -1%, 14%[10.9 µM]
> Cc1ccc2c3c1C1(C(=O)N3C(C)(C)CC2C)C(C#N)=C(N)Oc2cc(O)ccc21 (configuration not stated)
 : 1%, ?, 21%, -7%
> O=C(CSc1n[nH]c(-c2ccccc2O)n1)N1CCCc2ccccc21
 : -12%, ?, -1%, .
> COc1ccc(/C=N/NC(=O)CNc2n[nH]c(=O)[nH]c2=O)cc1OC
 : -3%, ., -10%, .
> O=C(Nc1cccc(C(=O)Nc2ccc(S(=O)(=O)O)c3cc(S(=O)(=O)O)cc(S(=O)(=O)O)c23)c1)Nc1cccc(C(=O)Nc2ccc(S(=O)(=O)O)c3cc(S(=O)(=O)O)cc(S(=O)(=O)O)c23)c1
 : -7%&-3%, 0.0%&5.3%, -12%&-8%, ?
> CCOC(=O)C(NCc1ccccn1)(NC(=O)c1cccnc1)C(F)(F)F (configuration not stated)
 : -2%, 0.0%, -2%, -11%
> Cc1ccc(C2CC(=O)Nc3cc4c(cc32)OCCO4)s1 (configuration not stated)
 : 2%, -0.9%, 14%, -19%
> O=C(NCc1ccco1)C(c1ccccc1F)N(Cc1cccnc1)C(=O)Cn1nnc2ccccc21 (configuration not stated)
 : 10%, 0.2%, 0%, 13%
> CC(C)CN(CC(C)C)CC(O)Cn1cc(/C=C/C(=O)c2ccccc2)c2ccccc21 (configuration not stated)
 : -14%, ?, 1%, -10%[10.9 µM]
> Cc1ccc(C)c(Cn2nc(-c3cc(C)ccc3C)ccc2=O)c1
 : -19%, ?, -9%, -4%[10.9 µM]
> Nc1nnc(SCC(=O)Nc2ccc(F)c(Cl)c2)n1-c1ccccc1
 : -4%, ?, 10%, -14%

# Values run as follows: p53ts 39C kill, IkB signaling, p53ts 32C tox, Imprint erasure
> O=C1c2ccccc2C(=O)N1OCc1ccccc1
 : 8%, -2.8%, 3%, -3%
> COC(=O)c1scc(-c2ccc(C)cc2)c1S(=O)(=O)N1CCN(c2ccc(C(C)=O)cc2)CC1
 : -11%, -1.2%, 8%, -14%[10.9 µM]
> CCOC(=O)N1CCN(C(=O)Cn2nc(C)c3sc4ccccc4c3c2=O)CC1
 : 2%, 3.3%, 29%, -2%
> COC(=O)[C@H](C)NC(=O)NC1CCCc2ccccc21 (some centres not stated)
 : 2%, 2.6%, -17%, 19%
> CC1CN(C(=O)c2ccccc2C(=O)c2ncc[nH]2)CC(C)O1 (configuration not stated)
 : -3%, 1.2%, 0%, 5%
> Nc1nc2n(n1)C(c1ccco1)CC(c1ccc(Cl)cc1)N2 (configuration not stated)
 : 5%, 2.2%, 2%, .
> O=C(NC1CCCCC1)N1CCN(C2CCCCC2)CC1
 : 11%, -2.4%, 0%, -16%
> CN(c1ccccc1C(=O)Nc1ccc2c(c1)OCO2)S(C)(=O)=O
 : 9%, 4.0%, 3%, 10%
> CC(C)(C)OC=O
 : 1%, -0.3%, 5%[1.84 µM], -5%
